# Screening data from PubChem BioAssay.
# EPAC2 ag: EPAC2 (human) agonism; Q8WZA2; 0.079% of 360,000 active; Potency, µM (titrated, usually from 154 µM), for inactives: at the highest dose activation, usual class: activators; EPAC2 activation, biochemical qHTS; response scale: 100% = 6.5 mM cAMP response; further: potency means the concentration at half of the fitted maximal effect; nearly all actives have a fitted effect of over 50% in size
# Target sequence (Q8WZA2 whole entry, looked up): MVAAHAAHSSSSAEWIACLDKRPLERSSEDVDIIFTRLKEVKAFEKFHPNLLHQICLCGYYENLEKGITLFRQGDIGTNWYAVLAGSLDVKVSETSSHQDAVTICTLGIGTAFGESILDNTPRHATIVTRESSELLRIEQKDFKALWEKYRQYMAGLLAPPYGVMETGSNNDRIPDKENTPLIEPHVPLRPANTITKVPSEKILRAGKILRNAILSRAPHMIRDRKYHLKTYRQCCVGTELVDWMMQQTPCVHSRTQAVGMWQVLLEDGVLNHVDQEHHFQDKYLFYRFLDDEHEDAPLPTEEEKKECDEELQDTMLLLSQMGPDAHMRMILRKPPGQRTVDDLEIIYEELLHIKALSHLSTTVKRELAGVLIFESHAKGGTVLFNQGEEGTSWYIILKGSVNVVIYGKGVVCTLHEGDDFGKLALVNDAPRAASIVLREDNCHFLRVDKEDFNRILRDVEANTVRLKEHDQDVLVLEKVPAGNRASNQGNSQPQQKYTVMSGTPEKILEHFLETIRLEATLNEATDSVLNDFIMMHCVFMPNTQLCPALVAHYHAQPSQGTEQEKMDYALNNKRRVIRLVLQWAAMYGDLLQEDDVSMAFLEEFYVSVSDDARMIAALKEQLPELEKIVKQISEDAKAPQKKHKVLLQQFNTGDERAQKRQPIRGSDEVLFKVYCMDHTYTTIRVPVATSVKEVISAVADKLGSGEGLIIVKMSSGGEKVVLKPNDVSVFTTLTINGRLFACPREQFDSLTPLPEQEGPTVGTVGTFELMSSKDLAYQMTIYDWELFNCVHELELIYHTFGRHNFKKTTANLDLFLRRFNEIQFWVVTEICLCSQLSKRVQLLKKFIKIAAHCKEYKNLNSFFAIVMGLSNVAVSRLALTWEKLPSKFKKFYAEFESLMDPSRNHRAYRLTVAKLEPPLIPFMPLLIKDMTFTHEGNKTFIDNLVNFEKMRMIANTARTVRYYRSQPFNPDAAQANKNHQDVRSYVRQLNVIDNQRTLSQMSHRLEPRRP
#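 Nucleotide exchange monitored as fluorescence drop when BODIPY-GDP leaves Rap1B. Reaction: 100 nM EPAC2, 250 nM RAP1B-BODIPY-GDP, 50 uM GDP, room temperature, kinetic read over 30 min. Activity expressed relative to 6.5 mM cAMP.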
# Abeta rescue: A-beta toxicity reversal in yeast. 0.063% of 410,000 active. AID 1347071. Potency, µM (series often up to 46.1 µM), for the others: top-dose growth rescue, usual class: activators. yeast expressing A-beta42, growth rescue, OD600, 48 h; response scale: 0% DMSO, 100% iron-clioquinol control; further: potency means the concentration at half of the fitted maximal effect; nearly all actives have a fitted effect of over 55% in size
#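 Yeast growth medium received pinned compounds, then yeast cells expressing toxic A-beta were added; plates incubated at 30 C for 48 hr. Growth read as absorbance at 600 nm, normalized to DMSO and equimolar FeCl3 plus clioquinol controls.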
# TDP43 rescue: inhibitors of TDP-43 toxicity in yeast | TDP-43 expressing yeast growth rescue, BacTiter-Glo, 24 h | Potency, µM (titrated, usually from 46.1 µM), inactives show at the top dose growth rescue (activation), usual class: activators | 1.8% of 410,000 active | AID 652104; further: potency means the concentration at half of the fitted maximal effect; % of control where 0% means no effect; nearly all actives have a fitted effect of over 50% in size
#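 In this qHTS, compounds that restore growth of yeast expressing TDP-43 appear as activators. Cells (OD600=0.02, galactose medium, raffinose-pregrown) are incubated with compound 24 hr at 30 deg C and growth is quantified by BacTiter-Glo.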
# aSyn yeast inh: rescues yeast growth from alpha-synuclein toxicity | 0.14% of 370,000 active | Yeast expressing alpha-synuclein, growth rescue, BacTiter-Glo, 24 h | AID 652106 | Potency, µM (top dose mostly 46.1 µM), without a hit: at the top dose growth rescue (activation), actives largely listed as activators; further: potency means the concentration at half of the fitted maximal effect; % of control where 0% means no effect; nearly all actives have a fitted effect of over 65% in size
#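 Readout is rescue of growth in alpha-synuclein-expressing yeast, so inhibitors of toxicity appear as activators. Growth after 24 hr at 30 deg C in galactose medium is quantified by luminescence.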
# D3 antag: blocks the human D3 dopamine receptor | P35462 | D3R cells, DiscoveRx beta-arrestin luminescence, antagonist mode; active compounds read low | max response, negative = inhibition, % | 2.5% of 360,000 active | AID 652054; in the data active means max response below about -50%; inconclusive means no clear call, values can overlap the other calls; further: on the % scale 0 is the no-effect control and ±100 the full control effect; mostly tested at two doses, the higher about 12 µM
#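 Cells expressing the human receptor were seeded at 1500 cells/well, incubated overnight at 37 degrees C in 5% CO2, then exposed to library compounds with dopamine controls for 90 minutes at 37 degrees C before luminescent detection.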
# DRD3 agonist: activates the human D3 dopamine receptor; D3R DiscoveRx beta-arrestin cells, luminescence, 90 min; max activation, %; P35462; 0.58% of 410,000 active; in the data active means max activation above about 30%; further: 0% is about no effect; mostly tested at two doses, the higher about 12 µM
#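 Agonist-mode cell screen: cells plated at 1500/well and incubated overnight at 37 °C, then exposed to library compounds for 90 min at 37 °C. Detection reagent was added for 30–60 min at room temperature, and luminescence was read.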
# FUS suppressor: rescues growth of FUS-expressing yeast | S. cerevisiae FUS-expressing, growth rescue, OD600, 24 h | Potency, µM (highest dose often 76.6 µM), without a hit: at the top dose growth rescue (activation), hits mostly activators | 0.24% of 390,000 active;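 further: potency means the concentration at half of the fitted maximal effect; plate controls were DMSO vehicle for no effect and reference control for full effect; nearly all actives have a fitted effect of over 55% in size; some results filed as inactive show a strong effect at the top dose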
#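 Galactose (2%) drives FUS expression in yeast precultured in raffinose; seeding density OD 0.005. Test compounds incubated 24hr at 30C and 99% humidity before absorbance at 600 nm was measured.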
# EPAC2 antag: blocks human EPAC2 exchange factor; Q8WZA2; EPAC2 GEF exchange of Rap1B-BODIPY-GDP, fluorescence; Potency, µM (doses to about 114 µM), inactives show top-dose activity, negative = inhibition, actives largely listed as inhibitors; 0.18% of 360,000 active; AID 720708; further: potency means the concentration at half of the fitted maximal effect; on the % scale 0 is the no-effect control and ±100 the full control effect; nearly all actives have a fitted effect of over 45% in size; many of its hits are not listed in these tables
# Numbers without * were called inactive; ? = inconclusive; . = no result given; [ ] = dose if it differs, or a comment. Unless noted, the call rests on the fitted dose curve; in most records, active means well fitted curve in the direction sought with a large enough effect; inconclusive means small, poorly fitted or top-dose-only effect, or another doubt; inactive means no such curve, though single readings can be large; an effect the other way counts as inactive or inconclusive.
SMILES,EPAC2 ag,Abeta rescue,TDP43 rescue,aSyn yeast inh,D3 antag,DRD3 agonist,FUS suppressor,EPAC2 antag
CC(C)(C)NC(=O)Nc1ccc(Br)cc1,-2%,-15%,19%,-11%,1,-10,-11%,-1%
Cc1ccc(S(=O)(=O)NCCc2nnc3ccc(SCc4cccnc4)nn23)cc1,1%,-21%,-15%,-3%,-3,-4,3%,21%
Cc1c(CCC(C)C)c(-n2ccnc2C)n2c(nc3ccccc32)c1C#N,3%,-1%,6%,1%,4,-1,9%,-2%
CNC(=O)Nc1cccc(C(F)(F)F)c1,-2%,-20%,7%,-31%[inhibitor],-19,-6,2%,-1%
Cc1cc(C)c(S(=O)(=O)N2CCOC2CNC(=O)C(=O)NCCc2ccc(S(N)(=O)=O)cc2)c(C)c1 (stereo not given),2%,-3%,-12%,-1%,-8,-8,9%,12%
CC(C)C[C@H]1CN(CCCC[C@@H]2CNC(=O)C(=O)N2CC2CCCCC2)C(=O)C(=O)N1Cc1ccccc1,-1%,6%,22%,0%,45,2,27%,-4%
COCCn1c(SCC(=O)NN2C(=O)NC(C)(c3ccccc3)C2=O)nnc1-c1ccncc1 (stereo not given),10%,-14%,-11%,-19%,-12,-5,8%,-2%
CCOCCCNC(=O)CN1C(=O)c2cccnc2Sc2ccccc21,.,-8%,17%,.,.,0,3%,.
Cc1ccccc1Nc1c(-c2cccc(O)c2)nc2ccc(Br)cn12,.,3%,2%,.,.,6,24%,.
c1nnc(NC2=NCCC2)s1,12%,-3%,1%,-7%,9,2,0%,1%
CC(C)(C)NNC(=S)Nc1ccc(S(=O)(=O)N2CCOCC2)cc1,7%,22%,-8%,1%,6,32*,10%,1%
CN(C)c1nc2sc3c(c2c(=O)n1C)CC(C)(C)OC3,14%,-4%,3%,2%,-1,-2,13%,0%
CC(=O)NCCCNC(=S)NCCCN(Cc1ccc(Cl)cc1)c1ccc(Br)cn1,13%,5%,.,-3%,.,.,?,-8%
O=C(CCNS(=O)(=O)c1ccc2c(c1)CCC(=O)N2)NCc1cccnc1,7%,18%,0%,0%,17,-2,19%,-6%
O=C(O)COc1ccc(/C=C/c2ccc3cccc([N+](=O)[O-])c3n2)cc1,14%,-1%,3%,-13%,12,-7,26%,-2%

# An excerpt from above, limited to DRD3 agonist:
Compound	DRD3 agonist
Cc1c(CCC(C)C)c(-n2ccnc2C)n2c(nc3ccccc32)c1C#N	-1
CNC(=O)Nc1cccc(C(F)(F)F)c1	-6

# Next section.
SMILES,EPAC2 ag,Abeta rescue,TDP43 rescue,aSyn yeast inh,D3 antag,DRD3 agonist,FUS suppressor,EPAC2 antag
Cc1cccc([C@@H]2[C@@H]3C(=O)N(Cc4ccccc4)C(=O)[C@@H]3[C@]3(C)C(=O)N(c4ccc(Br)cc4)C(=O)N23)c1,4%,21%,9%,2%,3,-23,?,-8%
COc1cc(NC(=O)C2CCN(S(=O)(=O)c3cccs3)CC2)c(C(=O)O)cc1OC,3%,-2%,11%,-1%,9,1,-24%,19%
O=C(N=Nc1c(O)[nH]c2ccccc12)c1ccc(CN2CCOCC2)cc1,-5%,-5%,-7%,7%,27,3,14%,1%
CCOc1ccc(NS(=O)(=O)c2ccc(NS(=O)(=O)c3ccc(SC)cc3)cc2)cc1,26%,13%,-4%,0%,-20,-9,28µM*,-17%
C[C@H]1CN([C@@H](C)CO)C(=O)c2cccc(NC(=O)Nc3ccc(C(F)(F)F)cc3)c2O[C@H]1CN(C)C,-4%,-8%,15%,6%,-15,-3,2%,5%
CC1CCC(NC(=O)CN(C)S(=O)(=O)c2ccc3c(c2)c(=O)n(C)c(=O)n3C)CC1 (stereo not given),-7%,7%,1%,3%,19,1,-2%,9%
COc1cc(-c2noc(-c3cc(C)[nH]n3)n2)cc(OC)c1OC,.,-3%,0%,.,.,9,-20%,.
CCOC(CCNC(=O)c1cc(-c2cccs2)nc2ccccc12)OCC,2%,-5%,17%,0%,39,17,-10%,9%
CCC(C)NC(=O)c1nn(Cc2ccccc2)c(=O)c2ccccc12 (stereo not given),7%,-7%,0%,-2%,-8,-7,-1%,-7%
O=C(NC1CCN(C(=O)c2cccc([N+](=O)[O-])c2)CC1)c1ccccc1,1%,1%,-9%,7%,-1,-8,-20%,8%
COc1ccccc1NS(=O)(=O)c1cc(NC(=O)COc2ccccc2)ccc1N1CCOCC1,8%,1%,-10%,-2%,-14,-1,.,-6%
CCC(C)Nc1nnc(SCC(=O)c2c(N)n(C3CC3)c(=O)[nH]c2=O)s1 (stereo not given),10%,-2%,-6%,5%,4,4,6%,-6%
CS(=O)(=O)c1ccc(Sc2nc3ccccc3s2)c([N+](=O)[O-])c1,6%,-24%,0%,-7%,-15,-1,.,-6%
O=C1c2ccccc2C(=O)N1CCN1CCCCC1,6%,-14%,-10%,-5%,2,4,.,3%
O=P(COCCCCCOCP(=O)(c1ccccc1)c1ccccc1)(c1ccccc1)c1ccccc1,-12%,10%,-1%,5%,2,-5,20%,-2%

# Complete entries, looked up by structure:
# O=C(N=Nc1c(O)[nH]c2ccccc12)c1ccc(CN2CCOCC2)cc1 in the list: EPAC2 ag = -5%; Abeta rescue = -5%; TDP43 rescue = -7%; aSyn yeast inh = 7%; D3 antag = 27; DRD3 agonist = 3; FUS suppressor = 14%; EPAC2 antag = 1%
# Cc1ccccc1Nc1c(-c2cccc(O)c2)nc2ccc(Br)cn12 in the list: EPAC2 ag = .; Abeta rescue = 3%; TDP43 rescue = 2%; aSyn yeast inh = .; D3 antag = .; DRD3 agonist = 6; FUS suppressor = 24%; EPAC2 antag = .

# Next section:
SMILES,EPAC2 ag,Abeta rescue,TDP43 rescue,aSyn yeast inh,D3 antag,DRD3 agonist,FUS suppressor,EPAC2 antag
COc1ccccc1C(=O)Nc1nnc([C@H]2C[C@H](O)[C@@H](CO)O2)s1,4%,9%,16%,-1%,11,8,-24%,-12%
CCOc1cc(/C=N/NC(=O)CSc2nnc(C)s2)ccc1OCc1ccccc1Cl,-2%,-2%,9%,-3%,-7,2,7%,3%
CC(C)(C)c1ccc(C(=O)Nc2cccc(-n3cnnn3)c2)cc1,6%,5%,9%,4%,-5,9,-5%,-2%
COc1ccc(CCNC(=O)c2cccc3ccccc23)cc1OC,12%,6%,21%,-6%,1,1,-11%,-3%
Cc1ccc(N2NC(=O)/C(=C/C=C/c3ccco3)C2=O)cc1C,3%,3%,-14%,3%,0,8,-1%,-3%
Cc1oc(-c2ccccc2Cl)nc1CN1CCCC1c1ccc(F)cc1 (stereo not given),16%,4%,-1%,-2%,-9,-10,12%,-9%
COc1ccc(C(=O)NN/C(C)=C/C(=O)C(F)(F)C(F)(F)C(F)(F)F)cc1,-11%,-9%,-3%,-26%,2,3,10%,12%
COc1cccc(CC2(CO)CCN(S(=O)(=O)N(C)C)CC2)c1,8%,-3%,?,2%,4,1,-7%,-2%
O=C(NCc1cccc(CNC(=O)C(=O)NCc2ccco2)c1)C(=O)NCc1ccco1,3%,-20%,-15%,-5%,-3,0,10%,9%
CCCNC(=O)CS(=O)Cc1nc(-c2ccc(OC)cc2)oc1C (stereo not given),-1%,6%,0%,2%,0,-3,-13%,-5%
Cc1ccc(C)c(C(=O)COC(=O)c2cc(S(=O)(=O)N3CCOCC3)ccc2F)c1,3%,-1%,0%,4%,16,8,?,-6%
COc1ccc(C2=NN(S(C)(=O)=O)C(c3cccs3)C2)cc1 (stereo not given),-5%,?,-10%,13%,4,2,-2%,-15%
Cc1ccc(C(=O)Nc2ccc(S(=O)(=O)NC3=NCCCCC3)cc2)cc1S(=O)(=O)N1CCOCC1,5%,3%,8%,-4%,15,1,19%,1%
CC(=N\NC(=O)c1ccccc1)/C(=N/O)C(=O)Nc1ccccc1,-7%,0%,22%,-2%,-7,-4,17%,-8%
CN(C)CC/C=C1/c2cc(F)ccc2Sc2ccc(Cl)cc21,8%,-26%,-7%,2%,-84*,-14,5%,-11%
CCOC(=O)C1C(=O)C=C(c2ccc(OC)cc2)CC1c1ccco1 (stereo not given),9%,-15%,11µM*,18%,3,2,.,?
COC(=O)c1ccc(S(=O)(=O)NCc2cccc(OC)c2)n1C,-9%,22%,1%,0%,10,5,-20%,2%
N#CC1(N2CCN(C(=O)c3ccccc3)CC2)CCCCC1,3%,-11%,-2%,-2%,17,2,-19%,-1%

# Only part of the results is shown. The share of hits here may be higher or lower than overall.
